Compound activity deposited in PubChem by National Center for Advancing Translational Sciences (NCATS).
KB-V1 MDR tox = KB-V1 MDR subline cytotoxicity | Potency, µM (doses to about 46.1 µM), for inactives: at the top dose activity change, negative = cytotoxicity, hits mostly cytotoxic | 400,000 tested, 3.4% active | KB-V1 MDR cells viability, CellTiter-Glo, 72 h | AID 1347076; further: potency means the concentration at half of the fitted maximal effect; on the % scale 0 is the no-effect control and ±100 the full control effect; nearly all actives have a fitted effect of over 60% in size
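Luminescent ATP read-out (CellTiter-Glo, 10 min) measures survival of drug-selected KB-V1 MDR cells after 72 h, 37 degrees C compound exposure. Medium: phenol-red-free DMEM, 10% FBS. Values from fitted concentration-response curves.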
GLP1R ag = activates the human GLP-1 receptor. P43220. Potency, µM (titrated, usually from 45.6 µM), inactives show top-dose activation, most hits filed as activators. AID 624172. 380,000 tested, 0.007% active. HEK293 GLP-1R CRE-luciferase, luminescence, 4-6 h; cells express a hypersensitive GLP-1R form; further: potency means the concentration at half of the fitted maximal effect; % of control where 0% means no effect
Target sequence (P43220 whole entry, looked up): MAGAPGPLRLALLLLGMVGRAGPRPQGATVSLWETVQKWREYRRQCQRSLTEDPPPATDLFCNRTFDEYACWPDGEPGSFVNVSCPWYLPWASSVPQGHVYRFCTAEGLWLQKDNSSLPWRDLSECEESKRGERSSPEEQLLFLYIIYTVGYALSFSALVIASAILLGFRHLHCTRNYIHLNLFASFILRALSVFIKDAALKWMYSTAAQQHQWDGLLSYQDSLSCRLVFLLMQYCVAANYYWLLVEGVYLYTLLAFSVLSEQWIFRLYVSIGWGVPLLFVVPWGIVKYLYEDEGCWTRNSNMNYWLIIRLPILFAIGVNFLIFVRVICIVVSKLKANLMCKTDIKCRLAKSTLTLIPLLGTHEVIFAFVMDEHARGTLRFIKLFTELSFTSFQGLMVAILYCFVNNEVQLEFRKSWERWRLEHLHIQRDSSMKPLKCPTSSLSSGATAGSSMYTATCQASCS
KB-3-1 cytotox = kills parental KB-3-1 adenocarcinoma cells | KB-3-1 viability, CellTiter-Glo ATP luminescence, 72 h | 400,000 tested, 1.4% active | AID 1347075 | Potency, µM (series often up to 46.1 µM), for the others: at the highest dose activity change, negative = cytotoxic, most hits filed as cytotoxic; further: potency means the concentration at half of the fitted maximal effect; on the % scale 0 is the no-effect control and ±100 the full control effect; nearly all actives have a fitted effect of over 60% in size
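Multi-concentration cytotoxicity screen in KB-3-1 cells grown in DMEM lacking phenol red with 10% FBS. After 72 h at 37 °C with compound, ATP-dependent luminescence was recorded.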
HT1080 IDH1KD tx = toxicity to HT-1080 IDH1 knockdown cells (counter line); HT-1080 IDH1 knockdown viability, ATP luminescence, 48 h; Potency, µM (doses to about 46.1 µM), inactives show at the highest dose activity, negative = toxicity, hits mostly cytotoxic; 360,000 tested, 2% active;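 further: potency means the concentration at half of the fitted maximal effect; 0% = DMSO wells and -100% = cell-free medium wells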
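Using the IDH1-knockdown HT-1080 line run in the same batch and compound series as the NT line, viability after 48 h at 37 °C was determined by CellTiter-Glo luminescence and expressed as % activity.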
IL-1B inflam inh = inflammasome signaling inhibition, IL-1 beta readout | AID 743279 | THP-1 LPS/ATP IL-1B secretion, AlphaLISA, 16 h; active compounds read low | 360,000 tested, 4.7% active | activity change, % at 57.5 µM; in the data active means activity change below about -50%; inconclusive means mostly about -30% to -49%; further: on the % scale 0 is the no-effect control and ±100 the full control effect
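Secreted IL-1B measured by AlphaLISA bead assay after 16 h compound exposure of THP-1 cells; compounds (final up to 57.5 uM) added 1 h before LPS (250 ng/mL) and ATP (1.25 mM) stimulation; lower signal means less secretion.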
SW480 rerep = DNA re-replication induction in SW480 cells; SW480 DNA re-replication, Hoechst DNA content imaging, 48 h; 340,000 tested, 1.8% active; Potency, µM (doses to about 46.1 µM), for the others: at the top dose re-replication activation, most hits filed as activators; further: potency means the concentration at half of the fitted maximal effect; % of control where 0% means no effect; nearly all actives have a fitted effect of over 55% in size
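DNA re-replication was detected as more nuclei of elevated Hoechst intensity after 48 hr exposure to compound (23 nL pinned per well of 250 cells).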
HT1080-NT tox = kills 2HG-producing HT-1080-NT fibrosarcoma cells | HT-1080-NT fibrosarcoma viability, CellTiter-Glo ATP luminescence, 48 h | 360,000 tested, 1.6% active | AID 686970 | Potency, µM (series often up to 46.1 µM), for inactives: at the highest dose activity, negative = less viability, usual class: cytotoxic;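 further: NT is the 2HG producing partner of a matched IDH1 knockdown line; potency means the concentration at half of the fitted maximal effect; 0% = DMSO-treated cells and -100% = media-only wells without cells; nearly all actives have a fitted effect of over 55% in size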
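HT-1080-NT; 750 cells/well; 5% FBS RPMI; 48 h compound, 37 degrees C; CellTiter-Glo luminescence; curve fitting and curve-class assignment.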
DRD3 antagonist = blocks the human D3 dopamine receptor; P35462; AID 652054; 360,000 tested, 2.5% active; D3R cells, DiscoveRx beta-arrestin luminescence, antagonist mode; active compounds read low; max response, negative = inhibition, %; in the data active means max response below about -50%; inconclusive means no clear call, values can overlap the other calls; further: on the % scale 0 is the no-effect control and ±100 the full control effect; mostly tested at two doses, the higher about 12 µM
Target sequence (P35462 whole entry, looked up): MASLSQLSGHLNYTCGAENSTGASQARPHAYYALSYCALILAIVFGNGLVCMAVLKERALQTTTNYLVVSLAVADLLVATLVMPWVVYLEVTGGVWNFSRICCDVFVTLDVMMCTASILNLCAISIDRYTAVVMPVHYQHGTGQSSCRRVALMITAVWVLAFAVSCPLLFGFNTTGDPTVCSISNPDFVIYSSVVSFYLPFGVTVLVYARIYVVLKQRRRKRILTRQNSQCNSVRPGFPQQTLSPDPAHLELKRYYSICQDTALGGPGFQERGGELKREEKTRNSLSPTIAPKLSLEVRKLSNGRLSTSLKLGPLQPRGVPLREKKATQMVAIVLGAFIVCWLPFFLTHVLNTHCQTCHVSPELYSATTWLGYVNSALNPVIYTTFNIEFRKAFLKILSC
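Cells plated overnight at 1500 cells/well, then exposed to library compounds with dopamine controls for 90 minutes at 37 degrees C. DiscoveRx reagent added for 30–60 minutes at room temperature; luminescence read, quantitative HTS format.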
DRD3 agonist = agonists of human D3 dopamine receptor; P35462; max activation, %; D3R DiscoveRx beta-arrestin cells, luminescence, 90 min; 410,000 tested, 0.58% active; in the data active means max activation above about 30%; further: 0% is about no effect; mostly tested at two doses, the higher about 12 µM
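Agonist mode: compounds and dopamine controls were applied to plated cells for 90 min at 37 degrees C after an overnight attachment at 1500 cells/well. Luminescent read-out followed 30 - 60 minutes at room temperature with DiscoveRx detection reagent.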
* marks the source's active call; other numbers are inactive results; ? = inconclusive; / = no result given; [ ] = remark or other dose. Unless noted, the call rests on the fitted dose curve; in most records, active means well fitted curve in the direction sought with a large enough effect; inconclusive means small, poorly fitted or top-dose-only effect, or another doubt; inactive means no such curve, though single readings can be large; an effect the other way counts as inactive or inconclusive.

SMILES | KB-V1 MDR tox | GLP1R ag | KB-3-1 cytotox | HT1080 IDH1KD tx | IL-1B inflam inh | SW480 rerep | HT1080-NT tox | DRD3 antagonist | DRD3 agonist
CCCCC(=O)Nc1nc2c(OC)cc([N+](=O)[O-])cc2s1 | -11% | 13% | 16% | -2% | -12 | 8% | -9% | 8 | -6
C/C(=C\c1cccc(Cl)c1Cl)C(=O)c1c(C)cc(C)[nH]c1=O | -5% | 2% | 0% | -2% | -19 | ? | -7% | -1 | 1
Cc1ccccc1OCC1Cc2c(nc(N)c(C#N)c2N)O1 (configuration not stated) | -2% | 20% | 4% | 0% | -16 | -6% | 10% | 26 | -6
Cc1ccc(NC(=O)CCn2c(=O)[nH]c3ccsc3c2=O)cc1 | ? | 2% | -2% | 19% | -7 | -9% | 6% | 1 | 10
CCCCCn1c(=O)[nH]c2cc(C(=O)NCCN3CCOCC3)ccc2c1=O | 12% | -10% | 9% | 2% | -8 | -19% | 6% | -15 | -2
O=C(CCn1nc(-c2ccc(Cl)cc2)ccc1=O)NCc1cccnc1 | 2% | -9% | -7% | 2% | 0 | -3% | 3%[9.24 µM] | 8 | 23
CSc1nc(=O)n2cc(C)ccc2n1 | 14% | 2% | 5% | 9% | 0 | -2% | 18% | 11 | -3
CCOC(=O)c1ccc(NC(=O)CSc2n[nH]c(-c3ccncc3)n2)cc1 | 20% | -11% | 12% | 1% | 41 | -4% | -1% | -3 | 3
COc1ccc(C(C)=O)cc1COC(=O)C(CO)NS(=O)(=O)c1ccc(Br)cc1 (configuration not stated) | -23% | 12% | 17% | 0% | 8 | -4% | 2% | 3 | 0
COc1cccc(C(c2nnnn2C2CCCC2)N2CCN(C/C=C/c3ccccc3)CC2)c1OC (configuration not stated) | ? | 2% | 0% | ? | -16 | / | ? | -96* | -22
CC(C)COC(=O)N1CC(O)CC1C(=O)Nc1ccc2c(c1)OCO2 (configuration not stated) | 0% | -14% | -2% | 12% | -11 | -4% | 13% | -15 | -3
COc1ccc(F)cc1-c1cc(C(=O)NCc2cccc(C(F)(F)F)c2)[nH]n1 | -7% | 2% | 0% | ? | 0 | / | -27% | -24 | -5
CCOc1cc(C(=O)NCC2CCCO2)cc(OCC)c1OCC (configuration not stated) | -17% | 2% | 11% | 20% | 4 | 2% | 10% | 9 | -9
C/C(CC(C)C)=N\Nc1ccc(S(N)(=O)=O)cc1[N+](=O)[O-] | 0% | 24% | 8% | -30% | -24 | -10% | -18% | 3 | 6
CCc1nc2ccc(C(=O)Nc3ccc(NC(C)=O)cc3)cn2c1N(CCC(C)C)CCN(C)C | -5% | -2% | -2% | -21% | -23 | / | ? | -29 | -10
Cc1ccc2nc(N3C(=O)C(O)=C(C(=O)c4ccc(C)o4)C3c3ccco3)sc2c1 (configuration not stated) | 22% | -6% | 4% | 12% | 20 | 10% | 4% | 39 | 8
COc1cccc(C2C(C#N)=C(C)NC3=C2C(=O)CC(C)(C)C3)c1 (configuration not stated) | -9% | 1% | 11% | 5% | -2 | 0% | 6% | 6 | 8
Clc1ccc(Cc2ccc(SCc3ccccc3)nn2)c(Cl)c1 | -5% | 0% | 7% | 3% | 11 | 1% | 0% | 1 | 3
COCCN(C(=O)CSc1nnc(-c2ccccc2F)o1)c1c(N)n(CC(C)C)c(=O)[nH]c1=O | 10% | 8% | 17% | 1% | -5 | -27% | 1% | -6 | -2
O=C(NC1CCCC1)c1ccc(CS(=O)(=O)Cc2ccccc2F)o1 | 0% | 1% | 1% | 0% | -8 | ? | 1% | 6 | 0
CCn1cc(CNCc2ccc(OCC(O)CN(C)Cc3ccccc3)cc2)cn1 (configuration not stated) | -3% | 9% | 15% | ? | 0 | -3% | -20% | -6 | -13
COc1ccccc1NC(=O)CCNC(=O)C1CCN(S(=O)(=O)c2ccccc2)CC1 | -10% | 10% | 1% | 4% | 0 | / | 6% | -7 | 4
CN(C)c1ccc(/C=N/n2cnn(Cc3ccccc3Cl)c2=S)cc1 | 0% | 11% | -15% | 0% | -8 | 4% | -5% | -9 | -7
CCOc1ncccc1C(=O)Nc1cccc(S(=O)(=O)N2CCOCC2)c1 | 0% | 12% | -1% | 1% | 17 | -25% | 2% | 11 | 2
Cc1c(C)c2ccc(OC(C)C(=O)NC3CC(C)(C)NC(C)(C)C3)cc2oc1=O (configuration not stated) | -8% | 12% | 4% | 4% | ? | -3% | 0% | 5 | 3
CN(CC(=O)Nc1ccccc1Cl)CC(=O)N(C)c1c(N)n(Cc2ccccc2)c(=O)[nH]c1=O | -3% | 3% | -5% | -4% | -5 | 18% | 0% | -16 | -8
CCC(=O)Nc1cc(C)c(NC(=O)CCc2ccccc2)cn1 | 2% | -7% | 16% | 4% | 10 | -5% | 16% | -20 | -7
CC(=O)C1=C(O)C(=O)N(c2ccc(Br)cn2)C1c1ccccc1[N+](=O)[O-] (configuration not stated) | -16% | 0% | -3% | -3% | 4 | -13% | ? | 5 | -7
Cc1ccc(S(=O)(=O)c2nc(-c3ccccc3)oc2NCCN2CCOCC2)cc1 | -2% | -6% | -2% | -1% | -19 | 14% | 1% | -73* | -13
O=C(c1ccco1)N(CCCN1CCOCC1)c1nc(-c2ccc(Cl)cc2)cs1 | -9% | 1% | -8% | ? | ? | ? | ? | -23 | -13
Cc1cc(CN2CCN(CC(=O)Nc3cc(C(F)(F)F)ccc3-n3cncn3)CC2)no1 | 23µM* | 17% | -7% | -2% | 5 | -10% | 0% | ? | -6
CCC(=O)N1CCc2cc(S(=O)(=O)NC(C(=O)NC3CCCc4ccccc43)C(C)C)ccc21 (configuration not stated) | -35% | -5% | ? | -2% | -4 | 13% | 1% | -5 | -6
CCCCn1c(N)c(N(Cc2ccccc2OC)C(=O)CSCC(=O)Nc2ccc(C)cc2)c(=O)[nH]c1=O | -2% | -15% | 7% | 1% | -27 | 0% | 0% | ? | 1
CCOC(=O)c1sc(=S)[nH]c1C | 18% | -2% | -2% | 6% | 15 | -7% | 7% | -52* | 2
COCC(=O)N(C)[C@H]1C[C@H]2c3cc(N4CCN(C)CC4)ccc3CCN2C(=O)[C@H]1[C@H](C)O | ? | 0% | 7% | 5% | 9 | -8% | 5% | 24 | -19
CCCN1CCN(C(=O)c2noc3c2COc2ccc(C)cc2-3)CC1 | ? | 0% | 7% | 0% | 4 | 5% | 18% | -64* | 0

One compound at a time, from the list above. Screens in order: KB-V1 MDR tox	GLP1R ag	KB-3-1 cytotox	HT1080 IDH1KD tx	IL-1B inflam inh	SW480 rerep	HT1080-NT tox	DRD3 antagonist	DRD3 agonist
Results for CCCCn1c(N)c(N(Cc2ccccc2OC)C(=O)CSCC(=O)Nc2ccc(C)cc2)c(=O)[nH]c1=O = -2%	-15%	7%	1%	-27	0%	0%	?	1
Results for Cc1c(C)c2ccc(OC(C)C(=O)NC3CC(C)(C)NC(C)(C)C3)cc2oc1=O (configuration not stated) = -8%	12%	4%	4%	?	-3%	0%	5	3
Results for CCCN1CCN(C(=O)c2noc3c2COc2ccc(C)cc2-3)CC1 = ?	0%	7%	0%	4	5%	18%	-64*	0
Results for COCC(=O)N(C)[C@H]1C[C@H]2c3cc(N4CCN(C)CC4)ccc3CCN2C(=O)[C@H]1[C@H](C)O = ?	0%	7%	5%	9	-8%	5%	24	-19
Results for O=C(c1ccco1)N(CCCN1CCOCC1)c1nc(-c2ccc(Cl)cc2)cs1 = -9%	1%	-8%	?	?	?	?	-23	-13

Next section.
SMILES | KB-V1 MDR tox | GLP1R ag | KB-3-1 cytotox | HT1080 IDH1KD tx | IL-1B inflam inh | SW480 rerep | HT1080-NT tox | DRD3 antagonist | DRD3 agonist
CS(=O)(=O)N1CCC(C(=O)Nc2ccc(Cl)cc2)CC1 | 2% | -2% | -1% | 8% | 3 | -5% | 13% | 12 | 3
CC(Oc1ccccc1)C(=O)N1CCC2(CC1)CC(=O)c1ccccc1O2 (configuration not stated) | -13% | 2% | -4% | -1% | -4 | -2% | 1% | -16 | -4
COc1ccc(CC(=O)c2ccc(O)cc2O)cc1OC | -5% | -1% | 9% | 1% | 19 | 2% | -2% | 17 | 4
Cc1cc(C)c(S(=O)(=O)N2CCCCC2CCNC(=O)C(=O)NCC2CCCO2)c(C)c1 (configuration not stated) | ? | -4% | 0% | -1% | 4 | -1% | 8% | 7 | 4
COc1ccccc1OCc1nnc(SCC(=O)N2CCCCC2)o1 | ? | -2% | 8% | -9% | 13 | 1% | 6% | 6 | 4
O=C(Nc1ccccc1C(=O)N1CCCCC1)c1cccs1 | -3% | -2% | 2% | 12% | 0 | ? | -20% | 7 | 7
CC(/C=N/n1c(-c2cc(C)[nH]n2)n[nH]c1=S)=C\c1ccco1 | 7% | -2% | -3% | 11% | 5 | -10% | 13% | -4 | 2
C[C@@H]1COC(=O)[C@H](NC(=O)OCC2c3ccccc3-c3ccccc32)C/C=C\C[C@@H](CC(=O)N[C@H](CO)Cc2ccccc2)C(=O)N1 | ? | -1% | -23% | -17% | -1 | 14% | -1% | 11 | -2
CC1/C(=N/O)CC(c2ccco2)NC1c1ccco1 (configuration not stated) | 9% | -4% | 4% | 17% | 16 | -7% | 13% | 13 | 3
Cc1ccc(S(=O)(=O)NCCOC(=O)Nc2sc(=S)n(C)c2C)cc1 | 4% | -2% | -8% | -12% | 17 | ? | 0% | -13 | 5
COCC(=O)N1CCCC(C)(C(=O)Nc2cccc(Oc3ccccc3)c2)C1 (configuration not stated) | -15% | -4% | 7% | 7% | -1 | / | 0% | -20 | 49*
O=C(N/N=C/c1ccccc1)c1cccc2ccccc12 | -17% | 11% | -5% | -3% | 4 | 10% | -18% | 5 | -4
O=C(NCC1COc2ccccc2O1)C1CCCN(S(=O)(=O)c2cnc[nH]2)C1 (configuration not stated) | 7% | 9% | 23% | 11% | 7 | 8% | 2% | -15 | 1
O=C(O)/C=C/C(=O)Nc1ccc2c(c1)NC(=O)CO2 | 20% | 1% | 3% | 2% | 26 | -128%[inhibitor] | 8% | 14 | 0
